# Screens deposited in PubChem BioAssay by National Center for Advancing Translational Sciences (NCATS).
# Tb PGK inh: blocks T. brucei phosphoglycerate kinase. 0.043% of 380,000 active. PGK/GAPDH coupled, Kinase-Glo luminescence, 60 min. Potency, µM (series often up to 57.5 µM), for the others: at the highest dose activity change, negative = inhibition, usual class: inhibitors. P07378. AID 602233; note: % is set by controls: 0 for no effect and ±100 for the full control effect; nearly all actives have a fitted effect of over 60% in size
#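 Recombinant glycosomal PGK reaction used 1,3-bisphosphoglycerate generated in-well by GAPDH (100nM final) in 100mM TEA pH 7.6, 5mM MgCl2, 0.01% Tween-20. After 60 minutes at room temperature, ATP was read by Kinase-Glo Plus luminescence end-point.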
# HP1b chromo inh: blocks HP1-beta chromodomain binding to methylated histone tails; P83916; AlphaScreen HP1-beta / biotin-H3K9me3 peptide binding; 0.56% of 390,000 active; Potency, µM (titrated, usually from 114 µM), inactives show at the highest dose activity change, negative = inhibition, usual class: inhibitors; note: nearly all actives have a fitted effect of over 70% in size; inactives centre near 23
# Target sequence (P83916 whole entry, looked up): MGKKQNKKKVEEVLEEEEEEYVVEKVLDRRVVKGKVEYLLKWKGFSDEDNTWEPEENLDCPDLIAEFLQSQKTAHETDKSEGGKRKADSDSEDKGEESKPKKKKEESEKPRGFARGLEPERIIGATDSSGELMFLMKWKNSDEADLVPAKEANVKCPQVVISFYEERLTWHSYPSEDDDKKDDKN
#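 AlphaScreen: HP1-beta (50 nM) preformed 30 min with biotin-H3(1-18)K9me3 peptide (50 nM) in PBS pH 7.4, 0.01% Tween-20. Compound added for 30 min at RT, then streptavidin donor/nickel chelate acceptor beads (10 ug/mL) for 30 min.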
# RGS4 inh: inhibitors of human regulator of G protein signaling 4; Transcreener GDP fluorescence polarization, RGS4-accelerated GTP hydrolysis; Potency, µM (titrated, usually from 114 µM), without a hit: at the top dose activity change, negative = inhibition, most hits filed as inhibitors; 0.039% of 390,000 active; AID 504845; note: % is set by controls: 0 for no effect and ±100 for the full control effect; nearly all actives have a fitted effect of over 75% in size; some results filed as inactive show a strong effect at the top dose
# Target sequence (P49798 whole entry, looked up): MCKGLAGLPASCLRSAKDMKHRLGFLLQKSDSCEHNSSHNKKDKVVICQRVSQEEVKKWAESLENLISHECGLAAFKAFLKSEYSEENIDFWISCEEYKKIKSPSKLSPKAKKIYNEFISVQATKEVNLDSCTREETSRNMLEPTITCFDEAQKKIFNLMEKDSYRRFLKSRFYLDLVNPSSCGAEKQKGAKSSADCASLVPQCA
#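 MLSMR compounds (23 nl, pin-transferred) preincubated 10 min at room temperature with a 500nM (2x) first reagent, then RGS4 at 900nM (2x) plus Transcreener GDP mix added; fluorescence polarization (620/688 nm) read before and after 90 min at 30 °C.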
# 12-LOX inh: ALOX12 (human) lipoxygenase inhibition. Potency, µM (doses to about 108 µM), without a hit: at the top dose activity change, negative = inhibition, hits mostly inhibitors. 1.1% of 580,000 active. purified 12hLO, xylenol orange hydroperoxide absorbance. AID 1671190; note: % is set by controls: 0 for no effect and ±100 for the full control effect
#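 Purified human 12hLO at 150 nM in 25 mM Hepes, 0.01% Triton X-100, pH 7.0, preincubated 15 min at room temperature with compound. Reaction started with 40 uM arachidonic acid, 30 min at room temperature. Hydroperoxide measured by Fe-xylenol orange, 573/405 nm absorbance ratio.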
# Pin1 inh: blocks the human prolyl isomerase Pin1. Potency, µM (highest dose often 115 µM), for inactives: at the top dose activity, negative = inhibition, usual class: inhibitors. Pin1 FP peptide displacement, HiFluor488, 10 min. 0.009% of 390,000 active; active = well fitted inhibition curve with a large enough effect in the polarisation, with a control signal flat, not every such curve was filed as active; inconclusive = small, poorly fitted or top-dose-only effect, or effect the other way, or a change in a side signal; inactive = no such curve, though single readings can be large or run the other way; the % refers to the polarisation; note: % is set by controls: 0 for no effect and ±100 for the full control effect
# Target sequence (Q13526 whole entry, looked up): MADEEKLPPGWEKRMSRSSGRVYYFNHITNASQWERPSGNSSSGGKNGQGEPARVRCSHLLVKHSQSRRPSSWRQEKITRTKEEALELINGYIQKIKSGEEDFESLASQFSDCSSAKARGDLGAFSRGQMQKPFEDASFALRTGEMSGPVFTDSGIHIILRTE
# ERG-DNA inh: blocks human ERG Ets domain binding to DNA; P11308; fluorescence polarization, His-ERG Ets domain / labelled DNA; Potency, µM (series often up to 76.9 µM), for the others: at the top dose FP activity, negative = inhibition, hits mostly inhibitors; 0.028% of 370,000 active; AID 624246; active = well fitted inhibition curve with a large enough effect in the polarisation, with a control signal flat; inconclusive = small, poorly fitted or top-dose-only effect, or effect the other way, or a change in a side signal; inactive = no such curve, though single readings can be large or run the other way; the % refers to the polarisation;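 note: polarization taken with two DNA probes labelled with fluorescein and Texas red; % of control where 0% means no effect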
# Target sequence (P11308 whole entry, looked up, the tested form may be a part): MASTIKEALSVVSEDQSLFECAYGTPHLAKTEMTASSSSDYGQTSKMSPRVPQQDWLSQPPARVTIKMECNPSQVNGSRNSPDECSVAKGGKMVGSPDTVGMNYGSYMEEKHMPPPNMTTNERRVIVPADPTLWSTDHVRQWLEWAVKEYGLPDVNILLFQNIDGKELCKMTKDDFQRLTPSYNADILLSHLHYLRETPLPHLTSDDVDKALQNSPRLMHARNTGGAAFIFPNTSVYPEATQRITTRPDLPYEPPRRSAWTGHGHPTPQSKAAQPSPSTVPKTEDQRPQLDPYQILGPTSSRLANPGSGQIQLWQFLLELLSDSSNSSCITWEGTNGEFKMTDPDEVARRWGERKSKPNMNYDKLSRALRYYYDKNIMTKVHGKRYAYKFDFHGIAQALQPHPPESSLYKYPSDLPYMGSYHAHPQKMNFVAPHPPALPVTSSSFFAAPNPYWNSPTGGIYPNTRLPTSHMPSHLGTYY
#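 His-tagged ERG Ets domain (1 uM in the protein solution; 300mM KCl, 50mM Tris-HCl, 1mM EDTA, 1mM DTT, pH 7.5) received compound, then a probe mix of 5 nM fluorescein-DNA and 100nM Texas-615-DNA. Fluorescence polarization was read for both dyes.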
# GLS inh: blocks human kidney-isoform glutaminase activity; O94925; GLS enzymatic activity, qHTS titration; Potency, µM (doses to about 45.5 µM), for the others: at the top dose activity change, negative = inhibition, usual class: inhibitors; 0.21% of 410,000 active; AID 624170; note: % is set by controls: 0 for no effect and ±100 for the full control effect
#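 Compounds were pin-transferred onto hKGA, after which L-glutamine (1 mM solution) and a detection mix of glutamate oxidase, HRP and Amplex Red were added. Initial and 30 min RT fluorescence reads were collected.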
# rTrxR1 inhibitor: rat TrxR1 inhibition. O89049. recombinant rTrxR1, NADPH fluorescence consumption, selenite substrate. Potency, µM (series often up to 114 µM), for inactives: at the highest dose activity change, negative = inhibition, hits mostly inhibitors. 1% of 390,000 active. AID 588453; note: % is set by controls: 0 for no effect and ±100 for the full control effect; nearly all actives have a fitted effect of over 65% in size
#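 Rat TrxR1 (90 nM in the dispensed reagent) was pre-reduced with 400 uM NADPH for 5 min at room temperature, then incubated with compound for 15 min. After 400 uM selenite was added, NADPH fluorescence (Ex 340/Em 450 nm) was followed for 8 min.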
# JMJD2A Tudor: inhibitors of human JMJD2A Tudor domain; O75164; AlphaScreen JMJD2A-Tudor / H3K4me3 peptide binding; Potency, µM (top dose mostly 114 µM), for inactives: at the top dose activity change, negative = inhibition, usual class: inhibitors; 4.4% of 390,000 active; note: % is set by controls: 0 for no effect and ±100 for the full control effect; nearly all actives have a fitted effect of over 50% in size
# * hit, by the source's call; i = inactive; ? = inconclusive; . = not tested or not shown; [ ] = another dose, or the depositor's remark. Unless noted, calls come from the whole dose curve; as a rule, active = well fitted curve in the direction sought with a large enough effect; inconclusive = small, poorly fitted or top-dose-only effect, or another doubt; inactive = no such curve, though single readings can be large; an effect the other way counts as inactive or inconclusive. Potency is the fitted concentration of half-maximal effect.
nr	Molecule	GLS inh	ERG-DNA inh	Tb PGK inh	RGS4 inh	Pin1 inh	HP1b chromo inh	JMJD2A Tudor	12-LOX inh	rTrxR1 inhibitor
1	CCCCN(Cc1ccco1)C(=O)c1cc2c(=O)[nH]c3ccc(C)cc3c2s1	-8.8%	-1.3%	-5.8%	-22.6%	24.0%	42.9%[activator]	-2.8%	23.1%	85.7%
2	Cc1oc2ccc(OCc3ccc(Br)cc3)cc2c1C(=O)O	12.5%	12.3%	i	0.6%[56.9 µM]	-2.2%	37.6%	-25.0%	0.0%	-6.9%
3	O=[N+]([O-])c1ccc(Oc2ccc(-c3nnco3)cc2)c(Cl)c1	3.2%	3.7%	-9.0%	-8.5%	-0.8%	-10.5%	-4.1%	-4.1%	3.5%
4	Cc1ccc(OCc2nnc(SCC(=O)Nc3nccs3)n2-c2ccccc2)cc1C	-1.2%	4.6%	i	24.8%	2.3%	5.0%	-7.1%	-0.2%	8.4%[57.1 µM]
5	CC(C)c1ccc(OC(=O)c2cc(-c3ccc(Cl)cc3)on2)cc1	-13.1%	-1.2%	4.0%	18.7%	-9.7%	30.7%[activator]	1.0%	-6.7%	36.7%[activator]
6	COc1ccc(N(/N=C2\Sc3ccccc3C2=O)C(C)=O)cc1	-5.0%	-1.6%	-7.9%	7.1%	0.3%	6.7%	-24.4%	-2.3%	11.3%
7	CN(C)S(=O)(=O)N(CC(=O)Nc1ccc(C(F)(F)F)cc1)c1ccccc1	5.4%	-19.4%	-4.0%	-5.7%	-4.1%	49.5%[activator]	7.6%	-23.7%	27.1%
8	CCN(CC)S(=O)(=O)c1ccc(/C=C/C(=O)OCC(=O)NCc2cccs2)cc1	-1.6%	9.6%	-2.9%	-0.3%	8.1%	28.9%	-17.2%	-10.1%	24.2%
9	COc1ccc(Cl)cc1NC(=O)CSc1nc2sccc2c(=O)[nH]1	6.8%	0.2%	-11.4%	-3.0%	45.3%[activator]	1.2%	-5.6%	-15.8%	6.3%[57.1 µM]
10	COC(=O)c1ccc(N(CC(=O)NC2CCCC2)C(=O)CNC(=O)c2cccs2)cc1	-3.8%	-7.6%	-6.8%	-16.3%	0.6%	46.5%[activator]	-16.8%	-0.8%	22.2%[57.1 µM]
11	CC(=O)C1=C(C)N(Cc2ccccc2)C(=O)N[C@@H]1c1cccc(C(F)(F)F)c1	-1.2%	-0.5%	-1.4%	-26.8%	14.1%	18.1%	-28.7%	-13.3%	-16.7%[57.1 µM]
12	COc1ccc(CNC(=S)N/N=C/c2ccc(O)c(OC)c2)cc1	46.0%[activator]	29.8%	-4.3%	4.5%	-1.9%	-9.2%	?	31.6µM*	-22.4%
13	CCOC(=O)Nc1nnc(Cc2ccc(Cl)c(Cl)c2)s1	13.9%	5.8%	5.1%	15.0%	0.3%	25.3%	-23.6%	5.8%	-11.7%[57.1 µM]
14	CCOC(=O)N/N=C1\CC(C)S(=O)(=O)c2ccc(Cl)cc21 (centres undefined)	4.4%	-2.1%	2.3%	3.4%	2.1%	-28.8%	-11.2%	0.0%	5.5%[57.1 µM]
15	CN(C)CCN1C(=O)CCC2(C)C1=CCC1C2CCC2(C)C1CCC2(C)O (centres undefined)	0.1%	-9.9%	1.3%	-1.7%	-1.9%	22.8%	-4.8%	-3.7%	6.8%[57.1 µM]
16	COc1ccc(NC(=O)NC2CCCc3ccccc32)cc1 (centres undefined)	-1.6%	14.1%	-3.6%	-9.3%	-5.0%	39.1%[activator]	-12.4%	-5.0%	65.4%[activator]
17	COC(=O)Cn1c(O)c(N=NC(=O)CNC(=O)COc2cccc(C)c2)c2ccccc21	-3.9%	-4.5%	-0.9%	-0.6%	-0.7%	46.1%[activator]	3.9%	-23.0%	4.1%
18	Cc1cccc(-c2nnn3c2nc(NCc2ccccc2)c2ccccc23)c1	2.4%	0.9%	0.4%	-10.0%	1.5%	31.3%	-14.2%	-17.4%	16.6%
19	COCCn1nnnc1C(c1ccccc1)N1CCN(C)CC1 (centres undefined)	1.7%	-2.7%	4.8%	-26.6%	1.3%	16.0%	?	?	-8.8%
20	CC(=O)Nc1ccccc1OC(C)C(=O)N1CC(C)CC(C)C1 (centres undefined)	-2.8%	1.7%	1.0%	3.5%	0.3%	43.5%[activator]	3.5%	12.2%	6.6%

# Results in sequence from above.
# Compounds 4–12 in Pin1 inh read 2.3%, -9.7%, 0.3%, -4.1%, 8.1%, 45.3%[activator], 0.6%, 14.1%, -1.9%

# 3 compounds already listed, sorted by SMILES length, descending:
nr	Molecule	GLS inh	ERG-DNA inh	Tb PGK inh	RGS4 inh	Pin1 inh	HP1b chromo inh	JMJD2A Tudor	12-LOX inh	rTrxR1 inhibitor
5	CC(C)c1ccc(OC(=O)c2cc(-c3ccc(Cl)cc3)on2)cc1	-13.1%	-1.2%	4.0%	18.7%	-9.7%	30.7%[activator]	1.0%	-6.7%	36.7%[activator]
20	CC(=O)Nc1ccccc1OC(C)C(=O)N1CC(C)CC(C)C1 (centres undefined)	-2.8%	1.7%	1.0%	3.5%	0.3%	43.5%[activator]	3.5%	12.2%	6.6%
2	Cc1oc2ccc(OCc3ccc(Br)cc3)cc2c1C(=O)O	12.5%	12.3%	i	0.6%[56.9 µM]	-2.2%	37.6%	-25.0%	0.0%	-6.9%

# More entries:
nr	Molecule	GLS inh	ERG-DNA inh	Tb PGK inh	RGS4 inh	Pin1 inh	HP1b chromo inh	JMJD2A Tudor	12-LOX inh	rTrxR1 inhibitor
21	COc1cc(S(=O)(=O)N2CCCCC2)c(OC)cc1Br	18.9%	-1.9%	4.6%	21.2%	-5.5%	54.4%[activator]	-2.6%	?	0.4%
22	CSc1ccc(S(=O)(=O)N2CCC(C(=O)NC3CC3)CC2)cc1	0.0%	-15.5%	0.8%	9.9%	-12.9%	-1.9%	-13.8%	-6.5%	6.2%
23	CCOc1ccc(CCNC(=O)CCSCc2cccc(Cl)c2)cc1OCC	3.7%	2.5%	-6.1%	20.3%	-3.1%	29.2%	-20.8%	?	16.6%[57.1 µM]
24	Nc1ccc(C(=O)OCCc2ccccc2)cc1	0.1%	-2.9%	i	-7.1%	54.0%[activator]	24.4%	-12.4%	-5.5%	19.6%[57.1 µM]
25	Cc1c(NC(=O)c2ccc(COc3ccc4ccccc4c3)o2)c(=O)n(-c2ccccc2)n1C	11.5%	.	-2.2%	-9.5%	16.4%	1.3%	-31.4%	-12.7%	-22.6%
26	Cc1cc(C(=O)OC(C)C(=O)Nc2cccc(S(=O)(=O)N3CCOCC3)c2)c(C)o1 (centres undefined)	-3.0%	-3.7%	1.0%	7.5%	?	17.6%	-25.7%	0.0%	-3.4%
27	CCOC(=O)N1CCN(CCC(=O)Nc2ccc(Br)c(C)c2)CC1	-1.8%	1.2%	4.2%	-17.3%	2.1%	15.7%	-16.8%	-4.7%	-4.3%[57.1 µM]
28	CSc1nc2n(n1)C(c1cc(Br)ccc1F)C(C(=O)N(C)C)=C(C)N2 (centres undefined)	9.1%	-0.4%	1.3%	-38.7%	1.9%	42.6%[activator]	-3.0%	1.7%	-3.8%
29	CCOC(=O)NC(Nc1nnc(SCC)s1)(C(F)(F)F)C(F)(F)F	-7.0%	0.9%	-1.4%	14.6%	-6.2%	24.3%	1.6%	115.5%[activator]	14.1%[57.1 µM]
30	C[C@@H]1C=C[C@](Cc2ccccc2)(C(=O)NCCc2c[nH]c3ccccc23)N1C(=O)c1ccccc1	6.2%	-1.1%	-2.4%	-28.7%	11.3%	-15.7%	?	-7.1%	6.2%
31	COc1ccc(C(OC(=O)c2ccco2)C(=O)NCc2ccc(C)cc2)cc1 (centres undefined)	-21.7%	2.7%	-1.1%	5.9%	-1.9%	54.5%[activator]	4.3%	-10.4%	-13.4%
32	Cc1cc(C)cc(NS(=O)(=O)c2ccc3c(c2)NC(=O)C(C)S3)c1 (centres undefined)	-6.5%	3.1%	-6.7%	-2.4%	-2.0%	13.0%	-4.3%	-9.3%	25.6%
33	Cc1ccc(S(=O)(=O)c2nnn3c2nc(NC2CCN(Cc4ccccc4)CC2)c2ccccc23)cc1C	3.1%	33.4%[activator]	-5.3%	-39.7%	67.2%[activator]	-0.8%	-25.7%	.	-9.7%
34	CCCCn1c(N)c(N(CCOC)C(=O)c2ccc(Cl)c(S(=O)(=O)N3CCCCC3)c2)c(=O)[nH]c1=O	3.0%	-3.0%	-7.0%	-14.8%	10.0%	15.8%	-7.6%	2.8%	7.2%
35	CN1CCN(S(=O)(=O)c2cccc(C(=O)Oc3ccccc3Cl)c2)CC1	-0.6%	6.4%	1.5%	-11.4%	2.9%	11.9%	-15.4%	-4.0%	10.7%
36	OCC1(Cc2ccccc2)CCCN(Cc2cnn(-c3ccccc3)c2)C1 (centres undefined)	6.0%	-5.6%	-0.7%	23.4%	3.7%	4.9%	-6.2%	-12.8%	9.9%[57.1 µM]
37	COc1ccccc1N1CCN(C(=O)c2ccc(C(C)(C)C)cc2)CC1	?	7.5%	i	-106.2%[11.4 µM]	-19.1%	-25.1%	3.16µM*	0.0%	14.2%[57.1 µM]
38	CCOC(=O)c1c(S(=O)(=O)N2CCCC(C(=O)N(C)Cc3ccccc3)C2)c(C)n(C)c1C (centres undefined)	-2.0%	1.2%	i	-9.7%	6.4%	22.0%	-23.7%	-10.7%	10.5%[57.1 µM]
39	Cc1cccc(CSc2ccc(-c3ccco3)nn2)c1	-1.0%	.	-2.3%	-24.7%	-1.4%	25.8%	7.6%	?	?
40	CNC(=O)c1ccsc1NC(=O)CCS(=O)(=O)c1ccc(F)cc1	3.9%	-5.8%	-3.7%	-14.0%	3.5%	5.0%	-15.2%	7.0%	12.1%

# Only part of the results is shown; count on the stated rates, not on these rows.
